OX1R antagonist: antagonists of human orexin 1 receptor. CHO/OX1R cells, Fluo-8 calcium fluorescence, orexin A. inhibition, % at 5 µM. AID 434989. actives 0.43% (n = 330,000);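 active = inhibition above its plate's threshold, mean inhibition of all tested compounds on the plate plus 3 SD, cut at about 37% in these data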;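 note: 0% = orexin A challenge wells and 100% = SB-334867-A antagonist wells; not every result past the cut was called active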
Target sequence (O43613 whole entry, looked up): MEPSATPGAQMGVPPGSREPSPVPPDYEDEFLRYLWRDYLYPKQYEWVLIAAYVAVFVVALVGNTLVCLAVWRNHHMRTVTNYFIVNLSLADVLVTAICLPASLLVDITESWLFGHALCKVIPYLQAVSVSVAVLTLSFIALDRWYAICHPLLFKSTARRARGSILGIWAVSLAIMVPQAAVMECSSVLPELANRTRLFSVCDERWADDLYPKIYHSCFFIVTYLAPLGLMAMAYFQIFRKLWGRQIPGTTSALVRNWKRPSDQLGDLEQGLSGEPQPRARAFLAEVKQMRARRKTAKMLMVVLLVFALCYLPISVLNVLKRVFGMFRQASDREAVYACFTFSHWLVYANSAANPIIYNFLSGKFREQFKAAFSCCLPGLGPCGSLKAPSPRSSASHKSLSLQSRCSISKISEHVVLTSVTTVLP
CHT allo act: allosterically activates the human high affinity choline transporter; CHT-expressing cells, membrane potential dye, choline EC20; stronger effect = higher value; LV-AA mutant CHT in HEK293 cells; B-score at 10 µM; actives 0.49% (n = 310,000);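 active = initial fluorescence not abnormally high and integrated response B-score, plate-corrected, over 3 SD above library mean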
Target sequence (Q9GZV3 whole entry, looked up): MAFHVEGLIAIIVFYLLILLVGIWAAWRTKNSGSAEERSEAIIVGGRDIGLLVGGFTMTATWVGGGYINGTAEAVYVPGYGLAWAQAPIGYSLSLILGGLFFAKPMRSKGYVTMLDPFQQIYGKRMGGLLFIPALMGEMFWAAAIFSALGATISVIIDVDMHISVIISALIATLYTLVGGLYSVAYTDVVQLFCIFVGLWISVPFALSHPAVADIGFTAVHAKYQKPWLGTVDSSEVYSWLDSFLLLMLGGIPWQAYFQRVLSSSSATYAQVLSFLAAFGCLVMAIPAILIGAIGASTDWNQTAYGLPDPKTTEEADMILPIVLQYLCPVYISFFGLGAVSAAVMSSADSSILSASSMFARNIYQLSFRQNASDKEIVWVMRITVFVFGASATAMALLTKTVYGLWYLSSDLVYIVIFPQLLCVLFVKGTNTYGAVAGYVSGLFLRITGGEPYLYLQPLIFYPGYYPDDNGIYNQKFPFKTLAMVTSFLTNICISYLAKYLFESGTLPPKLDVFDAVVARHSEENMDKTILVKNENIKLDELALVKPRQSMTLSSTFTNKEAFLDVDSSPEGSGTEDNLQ
Starred values were filed as active, the others as inactive; i = inactive; . = not tested or not shown.

compound	OX1R antagonist	CHT allo act
O=C(COC(=O)c1ccc(S(=O)(=O)N2CCCC2)cc1)NCc1ccco1	-7.6	i
Cc1ccc(NC(=O)COC(=O)c2cccnc2Cl)cc1S(=O)(=O)N1CCCCC1	-24.0	i
CCCCn1c(N)c(N(CCOC)C(=O)CCCc2nc3ccccc3s2)c(=O)[nH]c1=O	-8.3	i
O=[N+]([O-])c1ccc(-c2c(-c3ccccc3)ncc3ccc(F)cc23)cc1	-0.8	.
Cn1cc(/C=N/n2cnc3sc4c(c3c2=O)CCCC4)c2ccccc21	-22.3	i
Cc1ccc(C(C(=O)NC2CCCCC2)N2CCC3(CC2)OCCO3)cc1 (centres undefined)	-21.4	i
C[C@@H]1COC(=O)[C@H](CC(=O)OC(C)(C)C)C/C=C\C[C@@H](CC(=O)NCCO)C(=O)N1	12.1	.
O=C(CCCN1C(=O)CCC1=O)Nc1cccc(C(F)(F)F)c1	1.3	i
COc1cccc(CNC(=O)Cn2ncn3cccc3c2=O)c1OC	-4.3	i
O=C(CSc1nc2ccc(Cl)cc2[nH]1)NC1CCCC1	-20.0	i
O=C(CSc1n[nH]c(-c2cccnc2)n1)Nc1ccc(Br)cc1	-10.4	i
O=C(CN(Cc1ccccc1)S(=O)(=O)c1ccccc1)N1CCOCC1	-17.8	i
O=C(c1cccc(Oc2ccc([N+](=O)[O-])cc2Cl)c1)N1CCOCC1	-9.3	i
Cc1ccc(N(CC(=O)NCc2cccnc2)S(C)(=O)=O)cc1C	10.2	i
CCC(C)(C)n1nnnc1C(c1ccc2ncccc2c1)N1CCN(Cc2ccc3c(c2)OCO3)CC1 (centres undefined)	-17.9	i
COc1cccc(C2NC(=O)NC(C)=C2C(=O)OCC2CCCCC2)c1 (centres undefined)	-29.0	i
CC(C)=CCC/C(C)=C/CNC(=O)C[C@H]1C[C@H](C(=O)N2CCCCC2)[C@@]2(C)c3[nH]c4ccc(Cl)cc4c3CCN2C1=O	-28.4	.
O=C(NC(Cc1c[nH]c2ccccc12)C(=O)OCC(=O)c1cccc2ccccc12)c1cccs1 (centres undefined)	9.8	i
Cn1c(N/N=C\c2cccc(O)c2)cc(=O)n(C)c1=O	-9.6	i
COc1ccc(C(=O)OCC(=O)Nc2ccc(Cl)c(C(F)(F)F)c2)c(OC)c1OC	-19.0	7.61*
CC(C)(C)C(=O)Nc1ccccc1C(=O)NCc1cccnc1	-18.2	i
Cc1ccc(NC(=O)Nc2ccc3c(c2)C(=O)OC3)cc1Cl	-34.6	i
O=C(Nc1ccc(Cl)c(S(=O)(=O)N2CCOCC2)c1)c1cc(=O)[nH]c2ccccc12	-15.6	.
COc1cccc(OC)c1-c1nn(-c2ncc(C(F)(F)F)cc2Cl)c(=O)o1	-12.1	i
Cc1ccccc1Cn1ccc(NC(=O)c2nc3ncccn3n2)n1	0.7	i
CC1=CN2C(=N)/C(=C/c3ccc([N+](=O)[O-])o3)C(=O)N=C2S1	12.5	i
CCS(=O)(=O)c1ccc(S(=O)(=O)CC)s1	-8.8	i
C=CCOc1nc2sc(C)c(C)c2c(=O)n1-c1ccccc1	.	i
O=C(Cc1ccc(F)cc1)NCC1CCCO1 (centres undefined)	-9.2	i
CCOC(=O)c1c(NC(=O)COC(=O)CCS(=O)(=O)c2ccc(C)cc2)sc(C)c1C	-21.7	i
CCc1ccc(-c2nc(SCC(=O)NC3CCCC3)n[nH]2)cc1	-24.4	i
CCC(=O)Nc1sc(C(=O)N2CCCCC2)c(C)c1C#N	-18.1	i
CCOCc1nnc(NC(=O)COC)s1	-15.3	i
CC(C)Cn1c(=S)[nH]c2cc(C(=O)O)ccc2c1=O	-21.5	i
CCCN(Cc1nnc(-c2cccs2)o1)C(=O)c1cccc(S(=O)(=O)N2CCOCC2)c1	-19.3	.
COC(CNC(=O)C1CCN(S(=O)(=O)c2ccc3nc4c(c(C(=O)O)c3c2)CC(C)CC4)CC1)OC (centres undefined)	0.1	i
COc1cc(S(=O)(=O)NCCN2CCOCC2)c(OC)cc1Cl	-13.9	i
CCc1ccc2nc(SCC(=O)Nc3nnc(C)s3)c(C)cc2c1	-9.9	i
CSc1ccccc1OCc1cc(C(=O)N(C)C2CCCc3ccccc32)no1 (centres undefined)	-23.4	i
N#C/C(=C\c1ccc(C(=O)O)cc1)S(=O)(=O)c1cc(Br)ccc1Br	-2.8	i
Cc1ccc(S(=O)(=O)N/N=C\c2ccc([N+](=O)[O-])o2)cc1	-13.5	i
COc1ccc(NC(=O)CSc2ccc3c(c2)OCCO3)cc1S(N)(=O)=O	-18.1	.
O=C(N1CCN(Cc2ccc3c(c2)OCO3)CC1)C(Cl)(Cl)Cl	-13.5	i
Cc1ccccc1/C=N/Nc1nc2ccccc2c(=O)n1O	-9.5	i
Cc1cccc(CSCCNC(=O)CCSc2ccccc2)c1	-18.5	i
CCN1C(=O)[C@H]2[C@@H](c3ccc(-c4cccc(Cl)c4)c(OC)c3)N[C@@](Cc3ccccc3)(C(=O)OC)[C@H]2C1=O	-17.0	i
COc1ccc(CNC(=O)COC(=O)c2cc3ccccc3cc2O)cc1OC	-23.3	.
CC(=O)N1c2ccc(S(=O)(=O)N3c4ccccc4CC3C)cc2CC1C (centres undefined)	-21.7	i
O=C(NCC(=O)N(Cc1cccs1)C(C(=O)NC1CCCCC1)c1ccncc1)c1ccco1 (centres undefined)	-18.9	i
CCOC(=O)c1c(CSc2ccc(C)cc2)n(C)c2cc(Br)c(O)c(CN(C)C)c12	-11.2	i

Next part:
compound	OX1R antagonist	CHT allo act
CN(C)c1ccc(CN(C(=O)COc2ccc(F)cc2)C2CCS(=O)(=O)C2)cc1 (centres undefined)	-25.7	i
COCCCNC(=O)CCc1nc2cccnc2n1Cc1ccc(OC)cc1	-4.6	i
COC(=O)COc1ccccc1C(=O)Nc1ccc(OC)cc1	-18.9	i
C=CCC1(CC=C)CCCN1C(=O)CC1C(=O)NCCN1Cc1cccc(OC)c1 (centres undefined)	-32.8	i
CSc1cccc(NC(=O)N2CCc3ccc(NC(=O)c4ccccn4)cc3C2)c1	-13.4	i
CO/N=C/c1cc([N+](=O)[O-])ccc1Sc1ccc(C)cc1	-20.3	i
O=C(CN1CCN(S(=O)(=O)c2ccccc2F)CC1)Nc1ccnn1C1CCCC1	-5.8	.
Oc1cccc(CN2CCCCC2)c1	-2.9	i
CCC1(C)Cc2nc3sc(C(=O)O)c(N)c3cc2CO1 (centres undefined)	-24.1	i
CS(=O)(=O)c1ccc(C(=O)N(CCc2ccccc2)Cc2ccccc2)cc1	-20.9	i
CC(O)c1nc2c(c(=O)n(C)c(=O)n2C)n1C (centres undefined)	-0.3	i
C=C[C@@H]1c2ccccc2N(S(=O)(=O)c2ccc(C)cc2)[C@H](c2ccccc2)C1(C#N)C#N	5.6	.
COc1ccc(-n2c(C)nnc2SCC(=O)N2C(C)CCCC2C)cc1 (centres undefined)	-14.0	i
Cc1ccc(CN(C)C(=O)COC(=O)CSc2cc(C)c3ccccc3n2)cc1	-24.2	.
CN(Cc1nc(-c2ccncc2)no1)S(=O)(=O)c1ccc(Cl)cc1	-2.3	i
Cn1c(=O)n(CC#N)c2ccccc21	11.9	i
C=CCNc1nc(C(=O)OCC(=O)c2ccc(C)c([N+](=O)[O-])c2)cs1	-8.2	i
COc1cccc(C2CC(c3ccc(Cl)cc3Cl)Nc3nc(N)nn32)c1 (centres undefined)	-22.0	i
O=C1CC(O)(c2ccccc2)C(c2ccccc2)=C1c1ccccc1 (centres undefined)	-12.8	i
N#Cc1c(/N=C/N2CCCC2)oc(-c2ccccc2)c1-c1ccccc1	-6.3	i
CSc1nc2sc3c(c2c(=O)[nH]1)CCC(C)C3 (centres undefined)	-5.8	i
O=C(CCc1nnc(C2CCCCC2)o1)NCCCOc1cccnc1	2.5	i
CCCSc1nnc(-c2cccc(S(=O)(=O)N(C)C)c2)n1-c1cc(OC)ccc1OC	-53.0	i
COc1ccccc1NC(=O)/C=C/C(N)=O	-10.9	i
COC(CNC(=O)c1c[nH]c2ccc(S(=O)(=O)N(C)c3ccc(F)cc3)cc2c1=O)OC	-11.8	i
COc1ccc(/C=N/S(=O)(=O)c2cccs2)cc1	-12.8	i
CCc1cc(=O)oc2cc(C)cc(OC(=O)c3ccco3)c12	-17.3	i
O=S(=O)(NCC1CCCO1)c1ccc(S(=O)(=O)N(Cc2ccccn2)C2CC2)cc1 (centres undefined)	-5.2	i
O=S1(=O)CCN(Cc2csc(-c3cccs3)n2)CC1	8.2	i
O=C(NCc1nc2ccccc2[nH]1)C1=C[C@H](C2CC2)C[C@H](OCc2ccc(CO)cc2)O1	-26.5	i
Cc1ccc(C(=O)O)cc1NC(=O)CN1C(=O)C2C3c4ccccc4C(Br)(c4ccccc43)C2C1=O (centres undefined)	-2.8	i
CC(C)NC(=O)N(C)C[C@H]1Oc2ccc(NS(=O)(=O)c3ccc(F)cc3)cc2C(=O)N([C@H](C)CO)C[C@@H]1C	-6.8	.
CC(C)(C)c1cc(-c2ccccc2)n[nH]1	-15.2	i
O=C(CNC(=O)c1ccc2ccccc2c1)NCc1ccc(F)cc1	-9.2	i
CNC(=S)N(CCc1c(C)[nH]c2ccc(Cl)cc12)Cc1cccnc1	8.8	i
Cc1ccc(S(=O)(=O)N2CCCCC2)cc1NC(=O)Cn1c(=O)cnc2ccccc21	-15.7	i
O=C(O)CSc1c2c(nc3cc(C(=O)Nc4ccc(F)c(Cl)c4)ccc13)CCCC2	-8.1	i
O=C(Nc1nc(-c2cccc([N+](=O)[O-])c2)cs1)c1cccc([N+](=O)[O-])c1C(=O)O	-21.6	i
N#Cc1cc(Cl)c(NCC2CCCO2)cc1C#N (centres undefined)	-8.4	i
COc1ccc(N2CCN(C(=O)CSc3nnnn3C3CC3)CC2)cc1	0.8	.
COc1ccccc1C(CCN(Cc1ccccc1)C(C)=O)c1ccco1 (centres undefined)	-38.5	i
CC(C)/C=C1\CC/C(=C\c2ccc(N(C)C)cc2)C1=O	65.6*	i
CC(C)C(=O)NCCc1nc(-c2ccccc2Cl)no1	-12.7	i
O=C(NCCCn1ccnc1)/C(=C\c1cccnc1)NC(=O)c1ccco1	2.4	i
CCOCCCN(C)C1CCN(C(=O)c2oc3ccccc3c2NC(=O)c2ccc([N+](=O)[O-])cc2)CC1	-31.4	i
CCOc1ccccc1Nc1nnc(SCC(=O)Nc2cc(C)on2)s1	-9.2	i
CCCc1nc(SCC(=O)Nc2nnc(CC)s2)c2c(C)c(C)sc2n1	-5.2	i
COC(=O)c1c(C)nc2ccccc2c1-c1ccccc1	-24.4	i
O=C(NC1CCCC1)c1csc2c1CCCC2	-36.4	i
C=C1CN(Cc2ccccc2)S(=O)(=O)c2ccccc21	-18.2	i

The closing three records of the part before open the next one:
compound	OX1R antagonist	CHT allo act
COC(=O)c1c(C)nc2ccccc2c1-c1ccccc1	-24.4	i
O=C(NC1CCCC1)c1csc2c1CCCC2	-36.4	i
C=C1CN(Cc2ccccc2)S(=O)(=O)c2ccccc21	-18.2	i
COc1ccccc1C(O)c1nccn1C (centres undefined)	-9.6	i
CCc1ccc(NC(=O)c2onc(C)c2Cl)cc1	-37.4	i
Cc1cc(C)nc(Nc2ccc(O)cc2)n1	18.3	i
COCCNC(=S)N/N=C(\C)c1ccc(Cl)c(Cl)c1Cl	-16.4	i
O=c1cc(-c2ccc(O)c(O)c2)oc2cc(O[C@@H]3O[C@H](CO)[C@@H](O)[C@H](O)[C@H]3O)cc(O)c12	-7.1	.
Cc1ccc2c(cnn2C(=O)CCC(=O)NC2CCCCC2)c1	-4.8	i
O=C1Nc2ccccc2C(=O)N2[C@H](c3ccc(F)cc3)[C@@H]3C(=O)N(Cc4ccccc4)C(=O)[C@@H]3[C@H]12	-12.5	i
Cc1ccc(-n2nnnc2SCC(=O)c2c(N)n(C3CC3)c(=O)[nH]c2=O)c(C)c1	-20.2	.
O=C1CSC(=Nc2ccccc2Cl)N1	-19.0	i
CCCCNC(=O)C1C2C=CC(C2)C1C(=O)O (centres undefined)	-3.5	i
CCOC(=O)C1=C(C)N(C[C@@H]2CC[C@@H](Cc3ccc4cc(OC)ccc4c3)O2)C(=O)NC1c1ccccc1 (some centres undefined)	-1.6	.
CCN(CC)CCNC(=O)c1cn(CCOC)c(=O)c2c1c1ccccc1n2C	-41.5	i
CCOc1ccc(Cn2nnc(C(=O)NCCc3ccc(Cl)cc3)c2N)cc1	-15.2	i
Cc1cnc(NC(=O)C2CC(=O)N(c3cccc(Cl)c3)C2)s1 (centres undefined)	-17.3	i

Whole records, quoted from the list. Screens in order: OX1R antagonist	CHT allo act
Cc1ccc2c(cnn2C(=O)CCC(=O)NC2CCCCC2)c1 is entered as -4.8	i
O=C(c1cccc(Oc2ccc([N+](=O)[O-])cc2Cl)c1)N1CCOCC1 is entered as -9.3	i
O=C(O)CSc1c2c(nc3cc(C(=O)Nc4ccc(F)c(Cl)c4)ccc13)CCCC2 is entered as -8.1	i
O=C1CSC(=Nc2ccccc2Cl)N1 is entered as -19.0	i
